Bioassay records as filed in PubChem.
IMPase Li inh: membrane-permeable IMPase blocker, potentiated with lithium; CHO-M1 cells, IP1 TR-FRET (IP-One), carbachol + lithium; Potency, µM (top dose mostly 59.4 µM), without a hit: at the highest dose activity, negative = IMPase inhibition, most hits filed as inhibitors; actives 0.35% (n = 210,000);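 note: IP1 builds up when IMPase is blocked and the TR-FRET signal falls; plate controls were basal vehicle for no effect and high inhibitor control for full effect; nearly all actives have a fitted effect of over 50% in size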
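Readout is a homogeneous TR-FRET IP1 immunoassay (Ex 320, Em 665 and 620), where raised cytosolic IP1 lowers signal. Cells were CHO-M1 treated 30 min at 37C with test compounds plus a little lithium; AC50 values came from Hill-equation fitting.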
RGS12 GoLoco inh: inhibitors of human Gai1-RGS12 GoLoco interaction (red fluorophore); AID 880; Gai1:RGS12 GoLoco peptide FP, rhodamine, 10 min; actives 0.44% (n = 230,000); Potency, µM (series often up to 61.6 µM), for the others: top-dose activity, negative = inhibition, actives largely listed as inhibitors; active = well fitted inhibition curve with a large enough effect, not every such curve was filed as active; inactive = no such curve, though single readings can be large or run the other way; note: % is set by controls: 0 for no effect and ±100 for the full control effect; nearly all actives have a fitted effect of over 30% in size; many of its hits are not listed in these tables
Target sequence (P63096 whole entry, looked up): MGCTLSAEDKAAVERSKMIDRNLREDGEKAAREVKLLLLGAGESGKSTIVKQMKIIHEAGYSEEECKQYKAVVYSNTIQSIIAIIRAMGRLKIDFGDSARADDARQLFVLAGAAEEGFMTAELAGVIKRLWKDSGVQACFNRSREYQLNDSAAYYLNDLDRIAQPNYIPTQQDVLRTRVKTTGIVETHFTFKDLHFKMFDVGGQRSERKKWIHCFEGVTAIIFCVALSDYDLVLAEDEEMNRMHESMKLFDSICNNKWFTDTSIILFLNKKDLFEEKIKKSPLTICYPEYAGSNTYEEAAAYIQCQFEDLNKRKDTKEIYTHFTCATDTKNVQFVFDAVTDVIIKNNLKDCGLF
HttQ103 aggreg: mutant huntingtin aggregation inhibition | PC12 HttQ103-GFP aggregates, Acumen cytometry, 40 h | Potency, µM (doses to about 46.1 µM), without a hit: top-dose activity change, negative = inhibition, most hits filed as inhibitors | actives 1.1% (n = 220,000) | AID 1688; note: % is set by controls: 0 for no effect and ±100 for the full control effect; nearly all actives have a fitted effect of over 60% in size
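PC12 cells with ecdysone-inducible HTT exon1 Q103-GFP, induced by 100 nM tebufenozide, given compounds in a concentration series. GFP aggregates (1–25 um, 6 SD above background) counted in lysates by laser-scanning cytometry, 488 nm excitation.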
HTT cytoprotect: cytoprotection in Huntington HTT-Q103 PC12 cell model | PC12 HTT-Q103 induced, cytoprotection, ATP luminescence, 40 h | Potency, µM (series often up to 56.4 µM), inactives show cytoprotection (ATP increase), usual class: activators | actives 0.14% (n = 230,000);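 note: % of control where 0% means no effect; nearly all actives have a fitted effect of over 45% in size; toxic huntingtin expression switched on by the ecdysone agonist tebufenozide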
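PC12 cells stably carrying ecdysone-inducible Htt exon 1 (Q103)–GFP were induced with 100 nM tebufenozide (final) alongside library compounds in a dose series. Cytoprotection was scored as retained ATP by ATPlite luminescence.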
GAA glycogen: alters human alpha-glucosidase cleavage of glycogen; recombinant GAA, glycogen substrate, Amplex Red glucose oxidase fluorescence; Potency, µM (highest dose often 76.4 µM), inactives show at the top dose activity change, negative = inhibition, actives largely listed as inhibitors; actives 0.38% (n = 300,000);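 note: 0% = full enzyme reaction and -100% = no-enzyme basal signal; the screen sought inhibitors and activators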
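Recombinant human enzyme (4 nM); glycogen substrate; 37 C, 40 min, pH 5.0. Readout: coupled glucose oxidase/Amplex Red fluorescence.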
GAA spleen mod: lysosomal alpha-glucosidase (human) modulation; actives 0.006% (n = 240,000); Potency, µM (top dose mostly 79.9 µM), for the others: top-dose activity change, negative = inhibition, usual class: inhibitors; human spleen homogenate, 4-MU-alpha-glucoside fluorescence; P10253; AID 2112;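 note: 0% = enzyme with vehicle and -100% = no enzyme basal signal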
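Compounds were titrated against alpha-glucosidase in spleen homogenate at pH 5.0, with 1 mM 4-methylumbelliferyl substrate for 40 min at 37 C. Reactions were quenched with pH 10 NaOH/glycine and fluorescence measured.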
GAA inh: blocks human lysosomal alpha-glucosidase; P10253; purified human GAA, 4-MU-alpha-glucoside fluorescence; Potency, µM (series often up to 76.9 µM), without a hit: at the highest dose activity change, negative = inhibition, usual class: inhibitors; actives 0.005% (n = 200,000); AID 1466;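 note: plate controls were uninhibited enzyme wells for no effect and no-enzyme background for full effect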
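Activity normalized between no-enzyme (basal) and enzyme-only wells. Conditions: 4 nM human enzyme, 400 uM fluorogenic substrate, citrate/phosphate pH 5.0 with Tween-20, 20 min room temperature, compounds up to 77 uM.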
Numbers without * were called inactive; ? = inconclusive; . = no result given; & = joins results of further samples; [ ] = dose if it differs, or a comment. Unless noted, calls come from the whole dose curve; as a rule, active = well fitted curve in the direction sought with a large enough effect; inconclusive = small, poorly fitted or top-dose-only effect, or another doubt; inactive = no such curve, though single readings can be large; an effect the other way counts as inactive or inconclusive. Potency is the fitted concentration of half-maximal effect.

SMILES	IMPase Li inh	RGS12 GoLoco inh	HttQ103 aggreg	HTT cytoprotect	GAA glycogen	GAA spleen mod	GAA inh
Cc1cnn(-c2cc(Oc3ccccc3)ncn2)c1	.	.	19%	-7%	-8%	5%	-1%
NS(=O)(=O)c1ccc(CCNC(=S)Nc2ccc(F)cc2)cc1	1%	12%	-5%	-34%	-5%	0%	7%
Cn1c(NCCCN2CCOCC2)nc2c1c(=O)n(Cc1ccc(Cl)c(Cl)c1)c(=O)n2C	22%[38.3 µM]	-4%	-12%	-41%[inhibitor][0.074 µM]	0%	-6%	0%
COC(=O)c1c(NC(=O)CC2SC(N)=NC2=O)sc2c1CCC(C(C)(C)C)C2 (stereo not drawn)	-12%	8%	15%	5%[10 µM]	-23%	-3%	?
CC(=O)NCc1c(Cl)cccc1-n1cccc1	3%[38.3 µM]	7%	-3%	-13%	-6%	2%	7%
Cc1ccc(S(=O)(=O)N2CCCCC2)cc1NC(=O)COC(=O)c1ccc2c(c1)OCO2	-4%	-5%	-3%	-10%[10 µM]	-2%	-16%	-1%
COCCn1c(=O)c(-c2ccccc2)nc2cnc(Oc3ccc(OC)cc3)nc21	15%	58%[activator]	.	-43%[inhibitor]	.	-7%	.
Fc1ccc2[nH]c3c(N4CCSCC4)ncnc3c2c1	33%[activator][38.3 µM]	3%	?	15%[10 µM]	0%	-21%	-3%
COC(=O)[C@@H](N)CSC/C=C(\C)CC/C=C(\C)CCC=C(C)C	13%&-4%&2%	4%&5%&4%	.	-32%&-39%[inhibitor]	.	-1%&-9%&1%	.
Cc1sc(Nc2ccc([N+](=O)[O-])cc2)nc1-c1c(C)n(C)n(-c2ccccc2)c1=O	2%[38.3 µM]	1%	?	-6%	-6%	4%	2%
Cc1cccc(-c2nc(CS(=O)CC(=O)NCCCSC3CCCCC3)c(C)o2)c1 (stereo not drawn)	-20%[38.3 µM]	3%	-7%	-51%[inhibitor]	-23%	-6%	-9%
Cc1nc(SCC(=O)N2CCc3ccccc3C2)c2c(C)c(C)sc2n1	25%[38.3 µM]	-1%	14µM*	17%[10 µM]	-2%	-5%	-1%
COc1cc(C2CC(=O)Oc3c(C(CCN4CCCC(C)C4)c4ccc(N(C)C)cc4)c(OC)cc(OC)c32)cc(OC)c1OC (stereo not drawn)	.	-1%	-4%[9.22 µM]	18%[10 µM]	-4%	12%&0%	.
Cc1cc(C)c2c(CC(=O)NC(C)C)coc2c1	-4%	1%	-6%	-4%	-3%	.	3%
Cc1csc(=Nc2c(C)n(C)n(-c3ccccc3)c2=O)n1Cc1ccccc1	19%[38.3 µM]	6%	6%[9.22 µM]	-11%	3%	-2%	3%

Part of the list above, set out differently.
Below each SMILES: IMPase Li inh, RGS12 GoLoco inh, HttQ103 aggreg, HTT cytoprotect, GAA glycogen, GAA spleen mod, GAA inh
- Cc1ccc(S(=O)(=O)N2CCCCC2)cc1NC(=O)COC(=O)c1ccc2c(c1)OCO2
    -4%, -5%, -3%, -10%[10 µM], -2%, -16%, -1%
- COC(=O)c1c(NC(=O)CC2SC(N)=NC2=O)sc2c1CCC(C(C)(C)C)C2 (stereo not drawn)
    -12%, 8%, 15%, 5%[10 µM], -23%, -3%, ?
- NS(=O)(=O)c1ccc(CCNC(=S)Nc2ccc(F)cc2)cc1
    1%, 12%, -5%, -34%, -5%, 0%, 7%
- Cc1cccc(-c2nc(CS(=O)CC(=O)NCCCSC3CCCCC3)c(C)o2)c1 (stereo not drawn)
    -20%[38.3 µM], 3%, -7%, -51%[inhibitor], -23%, -6%, -9%
- Fc1ccc2[nH]c3c(N4CCSCC4)ncnc3c2c1
    33%[activator][38.3 µM], 3%, ?, 15%[10 µM], 0%, -21%, -3%
- Cc1cc(C)c2c(CC(=O)NC(C)C)coc2c1
    -4%, 1%, -6%, -4%, -3%, ., 3%

New compounds follow:
SMILES	IMPase Li inh	RGS12 GoLoco inh	HttQ103 aggreg	HTT cytoprotect	GAA glycogen	GAA spleen mod	GAA inh
N=C1CCCN1CC(=O)c1cccs1	7%	22%	?	-45%[inhibitor]	-2%	-6%	6%
COC(Cc1n[nH]c(=S)n1-c1ccccc1)OC	-5%[38.3 µM]	3%	3%	-2%	1%	2%	11%
Cc1ccc2c(c1)cc(CN(CCc1ccccc1)C(=O)N1CCOCC1)c1nnnn12	2%[38.3 µM]	0%	-5%	-15%	-9%	9%	-1%
O=C(CN(C1CCCCC1)S(=O)(=O)c1ccc(F)cc1)NCCCO	7%[38.3 µM]	8%	6%	-15%	9%	3%	1%
COc1ccc(-c2csc(N3CCC(c4ccccc4)C3)n2)cc1 (stereo not drawn)	-20%[38.3 µM]	12%	-5%	2%	-11%	-9%	4%
Cc1cc(C(=O)C(C)OC(=O)C2=NNC(=O)CC2)c(C)n1-c1ccc(OC(F)F)cc1 (stereo not drawn)	25%[38.3 µM]	13%	-10%	10%	-1%	-25%	-4%
Cc1cc(C(=O)COC(=O)c2n[nH]c3ccccc23)c(C)n1CC1CCCO1 (stereo not drawn)	-14%[38.3 µM]	10%	9%	-14%	10%	-19%	4%
CCOC(=O)NC(=S)Nc1ccc(C(C)(C)C)cc1	.	4%	3%[9.22 µM]	9%[10 µM]	-12%	5%	.
CCc1nc(-c2ccc(-c3ccc(OC)cc3)nc2OC)no1	11%	18%	-9%	-21%[10 µM]	1%	-4%	?
COc1ccccc1NS(=O)(=O)c1cccc(C(=O)N/N=C/c2ccccc2OCC(=O)O)c1	10%	4%	0%	-14%[10 µM]	-20%	2%	4%
N#C/C(=C\c1ccc([N+](=O)[O-])o1)C(=O)Nc1ccc(F)cc1	10%	104%[activator]	?	-4%[10 µM]	-8%	4%	3%
Cc1cc(C)n(C(=O)C23CC4CC(CC(C4)C2)C3)n1	6%[38.3 µM]	7%	10%	-8%[10 µM]	-1%	-15%	-1%
CC(NC(=O)c1ccccc1)c1ccc(F)cc1 (stereo not drawn)	-1%	1%	6%	26%[10 µM]	-6%	6%	6%
COc1cc(/C=N/NC(=Nc2ccc(C)cc2)c2nc3ccccc3s2)ccc1O	12%[38.3 µM]	14%	4%	-32%	-23%	?	-3%
COc1ccc(C2=NOC(C(=O)O)C2)cc1 (stereo not drawn)	-1%[38.3 µM]	2%	-16%	1%	1%	0%	6%
O=C1NC(=S)N/C1=C\c1ccccc1OCc1ccc(C(=O)O)cc1	.	7%	-7%[9.22 µM]	17%[10 µM]	2%	-14%	.
Cc1ccc2c(c1)C1CN(C)CCC1N2C(=O)Nc1ccc(Cl)cc1 (stereo not drawn)	3%[38.3 µM]	-4%	-13%	-25%	-1%	-4%	-3%
O=C(NNCC(O)COc1ccccc1)c1ccccc1 (stereo not drawn)	-5%	1%	5%	.	6%	-3%	1%
COCCOC(=O)c1c(C)nc(SCC(=O)Nc2cccc3ccccc23)c(C#N)c1-c1ccco1	-5%[38.3 µM]	11%	3%	-30%	4%	3%	-3%
Cc1cc(C)nc(Nc2ccc(C)c([N+](=O)[O-])c2)n1	-2%	13%	31%[9.22 µM]	33%[10 µM]	10%	-2%	-14%
CCOc1ccc(Nc2nc(NCC3CCCO3)c3ccccc3n2)cc1 (stereo not drawn)	15%	12%	14µM*	-35%[inhibitor]	-11%	-16%	-13%
O=C(c1ccccc1)c1ccccc1C(=O)N1CCN(C(=O)c2ccccc2)CC1	4%	3%	20%	4%	2%	-2%	5%
Cc1ccc(C(=O)COC(=O)CCCC(=O)NC2CCCCC2)cc1[N+](=O)[O-]	-2%	9%	20%	.	3%	-7%	-3%
CC(NC(=O)CNC(=S)N(Cc1ccccc1)Cc1cccnc1)c1ccccc1 (stereo not drawn)	-4%	6%	-1%	-43%[inhibitor]	-2%	4%	-16%
Cn1cccc1Cc1nnc(SCC(=O)Nc2ccc(F)cc2)n1-c1ccc(F)cc1	8%	2%	-1%	-3%	-4%	2%	1%
CCNC(=S)NCc1ccc2[nH]c(C)cc2c1	6%	8%	-4%	.	-6%	-3%	1%
COc1ccc(CCNC(=O)C(=O)NCC2CCCO2)cc1 (stereo not drawn)	-6%	-4%	5%	9%[10 µM]	1%	-2%	3%
Cn1c2ccc(Cl)cc2c2nc3ccccc3nc21	2%[38.3 µM]	4%	13%	-13%	-20%	-14%	-11%
Brc1c(CSc2nncc3ccccc23)nc2ccccn12	3%	2%	5%	?	5%	-18%	-5%
O=C(Nc1cccc(S(=O)(=O)C(F)F)c1)c1ccc(S(=O)(=O)N2CCCCC2)cc1	3%	1%	?	.	1%	-7%	-9%
CNc1oc(-c2ccc(OCc3ccccc3)cc2)nc1C#N	.	.	?	-13%[0.074 µM]	-21%	-6%	-7%
CC(CCc1ccccc1)NC(=O)CN1CCN(c2ccccc2)CC1 (stereo not drawn)	19%	3%	?	-92%	-7%	0%	-1%
N#Cc1c(OCC(=O)c2ccccc2)nc2c(c1-c1ccco1)CCc1ccccc1-2	4%	40%[activator]	16%	0%[10 µM]	-4%	-5%	11%
CCCN(CCC)CCCNC(=O)CN1C(=O)CSc2ccc(S(=O)(=O)N3CCOCC3)cc21	16%	-5%	-7%	-48%[inhibitor]	0%	-3%	-1%
COCCn1c(SCC(=O)N2CCc3ccccc32)nc2c(c1=O)SC(C)C2 (stereo not drawn)	.	1%	13%[9.22 µM]	10%[10 µM]	-3%	6%	.
CN1c2cccc3cccc(c23)N(C)C1c1cccs1	27%[38.3 µM]	-23%	-22%	17%	?	3%	1%
CCCc1nnc(NC(=O)CSc2ncn[nH]2)s1	0%[38.3 µM]	7%	4%	8%	5%	2%	-1%
O=C(O)c1ccccc1-c1ccccc1C(=O)Nc1ccc2c(c1)[nH]c(=O)c1ccccc12	9%	3%[14.2 µM]	-10%[9.22 µM]	-5%&2%[10 µM]	-3%	2%	4%
COC(=O)c1ccc(NC(=O)Cn2nnc3ccccc32)cc1	-2%[38.3 µM]	-5%	?	-16%[10 µM]	-7%	1%	0%
Cc1ccc(Nc2nc3c([nH]2)c(=O)n(C)c(=O)n3C)cc1	18%[38.3 µM]	0%	-19%	16%	20µM*	-19%	8%
Cc1oc(-c2ccccc2)cc1C(=O)NCc1ccncc1	.	13%	17%[9.22 µM]	10%[10 µM]	2%	1%	.
N#Cc1sc(NCc2ccccc2)nc1Cl	25%	-1%	-15%	.	20%	-6%	-4%
O=C(CCN1CCCCCC1)Nc1ccc2c(c1)OCCO2	-2%	-9%	-3%	-22%	7%	-11%	-3%
CN(C)CC/C=C1/c2cc(F)ccc2CSc2ccc(F)cc21	23%	12%	-15%	19%[10 µM]	9%	-1%	-1%
Cc1ccc(-n2nc(C)c(C3C(C#N)=C(N)OC4=C3C(=O)CC(C)(C)C4)c2Cl)cc1 (stereo not drawn)	-1%[38.3 µM]	6%	16%	-33%[inhibitor][10 µM]	2%	-6%	2%

This is a subset. The share of hits here may be higher or lower than overall.
